High-throughput results as filed in PubChem.
TRb SRC2 PPI – qHTS for Inhibitors of the Interaction of Thyroid Hormone Receptor and Steroid Receptor Coregulator 2; Thyroid hormone receptor beta (Homo sapiens), P10828; TRbeta-SRC2 peptide binding, fluorescence polarization; receptor liganded with 1 µM T3; Potency, µM (top dose mostly 106 µM), for the others: at the top dose activity change, negative = inhibition, actives largely listed as inhibitors; actives 0.065% (n = 280,000); AID 1469, 2008;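 also: potency is read from the fitted curve at half-maximal effect; plate controls were bound peptide for no effect and peptide without receptor for full effect; nearly all actives have a fitted effect of over 50% in size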
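Quantitative HTS by FP: 0.6 uM TRb LBD, 20 nM labeled SRC2 20-mer, 1 uM T3, 5% DMSO; 5 hr ambient incubation; % activity per concentration and potencies from concentration series.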
TexasRed fluor – Total Fluorescence Counterscreen for Inhibitors of the Interaction of Thyroid Hormone Receptor and Steroid Receptor Coregulator 2. actives 0.29% (n = 280,000). Potency, µM (titrated, usually from 106 µM), inactives show at the top dose fluorescence change, negative = quenching. TRb/SRC2 Texas Red total fluorescence interference. AID 1479, 2009; active = well fitted curve in either direction with a large enough effect; inconclusive = small, poorly fitted or top-dose-only effect; also: potency is read from the fitted curve at half-maximal effect; % is scaled to controls: 0 for no effect and ±100 for the full control effect
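Human TRb ligand-binding domain at 0.6 uM with 20 nM Texas Red SRC2 peptide in Tris buffer containing 1 uM T3 and 5% DMSO, incubated with compound 5 h at ambient temperature. Total fluorescence (555/632 nm) calculated as parallel + 2 × perpendicular.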
NPSR antagonist – qHTS Assay for Antagonists of the Neuropeptide S Receptor: cAMP Signal Transduction. Q6W5P4. CHO-NPSR cells, cAMP TR-FRET, antagonist mode. Potency, µM (series often up to 38.3 µM), inactives show at the highest dose activity change, negative = inhibition, most hits filed as inhibitors. actives 1% (n = 220,000); also: potency is read from the fitted curve at half-maximal effect; % is scaled to controls: 0 for no effect and ±100 for the full control effect; nearly all actives have a fitted effect of over 50% in size; many of its hits are not listed in these tables
Target sequence (Q6W5P4 whole entry, looked up): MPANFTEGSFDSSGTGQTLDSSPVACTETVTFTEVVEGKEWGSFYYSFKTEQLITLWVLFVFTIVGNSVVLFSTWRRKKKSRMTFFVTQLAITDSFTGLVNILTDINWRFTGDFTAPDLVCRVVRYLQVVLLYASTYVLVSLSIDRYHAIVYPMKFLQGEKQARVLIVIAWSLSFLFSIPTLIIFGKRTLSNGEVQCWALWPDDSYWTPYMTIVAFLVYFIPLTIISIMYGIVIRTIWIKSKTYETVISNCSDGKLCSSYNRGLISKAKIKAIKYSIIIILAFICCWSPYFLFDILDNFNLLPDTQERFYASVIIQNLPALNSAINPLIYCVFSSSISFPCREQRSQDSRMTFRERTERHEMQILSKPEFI
Tau fluor cs – Counterscreen qHTS for Inhibitors of Tau Fibril Formation, Fluorescence Polarization; tau K18 P301L (four-repeat tau fragment) Alexa594 fluorescence, heparin fibrillization; Potency, µM (series often up to 57.7 µM), for the others: at the highest dose activity change, negative = decrease; actives 0.93% (n = 280,000); also: potency is read from the fitted curve at half-maximal effect; % is scaled to controls: 0 for no effect and ±100 for the full control effect; nearly all actives have a fitted effect of over 55% in size
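Human K18 P301L tau (15 uM unlabeled plus 0.24 uM Alexa 594-labeled, final) in 100 mM sodium acetate pH 7 was mixed with compound and 20 uM heparin and incubated 6 hr at 37 C.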
CBFb-RUNX1 inh – qHTS Assay for Compounds Blocking the Interaction Between CBF-beta and RUNX1 for the Treatment of Acute Myeloid Leukemia | AlphaScreen CBFb-His/RUNX1-biotin binding, biochemical | Potency, µM (doses to about 59.8 µM), for inactives: at the top dose activity, negative = inhibition, usual class: inhibitors | 230,000 tested, under 10 active | AID 1477, 2009; also: % of control where 0% means no effect
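Bead-based AlphaScreen assay; binding partners His-tagged CBF-beta and biotinylated RUNX1 at 30 nM each. Compound exposure 15 min after a 20-min protein preincubation; bead step 90 min; all steps at room temperature.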
GLA spleen mod – qHTS Assay for Inhibitors and Activators of Human alpha-Galactosidase From Spleen Homogenate. Alpha-galactosidase A (Homo sapiens), P06280. human spleen homogenate, 4MU-alpha-Gal fluorescence, 40 min. Potency, µM (highest dose often 80 µM), without a hit: at the highest dose activity change, negative = inhibition, actives largely listed as inhibitors. actives 0.008% (n = 240,000). AID 2107, 2009;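 also: potency is read from the fitted curve at half-maximal effect; 0% = enzyme with vehicle and -100% = no enzyme basal signal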
Target sequence (P06280 32-429 limits assumed): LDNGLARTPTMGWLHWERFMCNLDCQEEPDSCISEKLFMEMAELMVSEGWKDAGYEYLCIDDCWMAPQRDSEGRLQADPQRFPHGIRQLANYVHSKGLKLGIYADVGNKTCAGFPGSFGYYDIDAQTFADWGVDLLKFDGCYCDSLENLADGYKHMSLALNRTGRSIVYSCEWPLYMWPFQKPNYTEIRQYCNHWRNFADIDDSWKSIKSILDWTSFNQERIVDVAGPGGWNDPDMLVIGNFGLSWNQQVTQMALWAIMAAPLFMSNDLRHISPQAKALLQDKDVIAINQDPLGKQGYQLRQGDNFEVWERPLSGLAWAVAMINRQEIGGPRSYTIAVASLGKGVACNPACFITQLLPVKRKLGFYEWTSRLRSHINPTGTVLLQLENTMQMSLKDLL
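Human spleen homogenate (1 ug) was the enzyme source, with 4-methylumbelliferyl-alpha-D-galactopyranoside (1 mM final) in pH 5.0 citrate buffer with 0.01% Tween-20. Compounds were titrated; after 40 min at 37C, NaOH/glycine stop, 4-MU fluorescence read; AC50 from Hill fits.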
Tau FP inhib – qHTS for Inhibitors of Tau Fibril Formation, Fluorescence Polarization. Microtubule-associated protein tau (Homo sapiens), P10636. K18 P301L tau heparin fibrillization, Alexa594 FP, 6 h. Potency, µM (highest dose often 57.7 µM), for inactives: top-dose activity, negative = inhibition, hits mostly inhibitors. actives 0.39% (n = 280,000). AID 1468, 2008; also: potency is read from the fitted curve at half-maximal effect; % is scaled to controls: 0 for no effect and ±100 for the full control effect; nearly all actives have a fitted effect of over 55% in size
Target sequence (P10636 561-689 P618L limits assumed): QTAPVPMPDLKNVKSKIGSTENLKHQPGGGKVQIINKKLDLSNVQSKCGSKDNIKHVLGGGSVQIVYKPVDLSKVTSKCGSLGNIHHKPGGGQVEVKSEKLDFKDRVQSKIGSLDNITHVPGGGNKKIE
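Quantitative HTS format: compounds meet 15 uM recombinant K18 P301L tau and Alexa 594-tau tracer in 100 mM sodium acetate pH 7; 20 uM heparin triggers fibrillization at 37 C over 6 hr; FP gives the signal.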
Epigenetic derep – Quantitative High-Throughput Screen for Regulators of Epigenetic Control | actives 0.2% (n = 280,000) | AID 1865, 2009 | murine LDR cells, GFP reporter derepression, 30 h | Potency, µM (top dose mostly 53.9 µM), without a hit: top-dose GFP activation, hits mostly activators; also: potency is read from the fitted curve at half-maximal effect; % of control where 0% means no effect; nearly all actives have a fitted effect of over 60% in size
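Readout is the number of GFP-expressing murine LDR cells, counted by cytometry following washing. Cells were treated with compound for 30 h at 37 C; the stably integrated CMV-GFP locus is normally silent.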
An asterisk follows results filed as active; ? = inconclusive; . = not tested or not shown; [ ] = remark or other dose. Unless noted, calls follow the shape of the dose curve; as a rule, active = well fitted curve in the direction sought with a large enough effect; inconclusive = small, poorly fitted or top-dose-only effect, or another doubt; inactive = no such curve, though single readings can be large; an effect the other way counts as inactive or inconclusive.

structure | TRb SRC2 PPI | TexasRed fluor | NPSR antagonist | Tau fluor cs | CBFb-RUNX1 inh | GLA spleen mod | Tau FP inhib | Epigenetic derep
C=CCOC(=O)C1=C[C@@H](c2csc3ccccc23)C[C@@H](OCc2ccc(CO)cc2)O1 | -1% | 0% | ? | -12% | 11% | 4% | 2% | 1.2%
CCC1=NN2C(=N)/C(=C\c3ccc(SCc4ccco4)o3)C(=O)N=C2S1 | 28% | ? | -9%[46.1 µM] | -29% | ? | -2% | 6% | -0.7%
Nc1ccc2oc(=O)c3ccccc3c2c1 | -8% | -6% | -19%[46.1 µM] | -15% | 7% | 6% | 0% | -1.0%
COc1cc(CNCCN2CCOCC2)ccc1OCc1ccc(Cl)cc1Cl | -11% | 0% | ? | -2% | 4% | 2% | -1% | -2.3%
Cc1ccc(NC(=O)CSCC#N)cc1 | -4% | 3% | 1%[46.1 µM] | -5% | -3% | -6% | 8% | 0.0%
COc1ccc(C2SCCN2C(=S)Nc2ccc(F)cc2)cc1 (stereo unspecified) | -18% | -1% | -8% | -20% | -1% | -3% | ? | -1.0%
CN(C)C(=O)CCSc1nnc(-c2ccncc2)o1 | -7% | 0% | 7% | 3% | -20% | ? | 2% | 0.6%
COc1ccc(C2NS(=O)(=O)N=C2N)cc1 (stereo unspecified) | -3% | -1% | -6% | -5% | 6% | 9% | -1% | 0.5%
CCCn1nnnc1SCC(=O)NCc1ccc2c(c1)OCO2 | -9% | -2% | -3%[7.67 µM] | -9% | 1% | 10% | 0% | -3.1%
Cc1cc(C)n(-c2ccc(Cl)c(C(=O)OCC(N)=O)n2)n1 | -5% | -1% | 13%[46.1 µM] | -3% | 4% | -10% | 3% | 2.2%

Later entries:
structure | TRb SRC2 PPI | TexasRed fluor | NPSR antagonist | Tau fluor cs | CBFb-RUNX1 inh | GLA spleen mod | Tau FP inhib | Epigenetic derep
COc1cccc(CNC(=O)C(NS(=O)(=O)c2ccc3nc(C)sc3c2)C(C)C)c1 (stereo unspecified) | 3% | -1% | . | -8% | . | . | -5% | -3.3%
COc1ccccc1CNC(=O)COC(=O)Cc1c(Cl)cccc1Cl | -2% | -1% | -13%[46.1 µM] | -8% | 3% | 2% | 0% | 0.0%
CCC(C)(C)n1nnnc1C(c1cc2ccc(OC)cc2[nH]c1=O)N1CCN(C2CCCCC2)CC1 (stereo unspecified) | -1% | -2% | -21%[46.1 µM] | 4% | 0% | -20% | 0% | -1.1%
COc1ccc(S(=O)(=O)Cc2ccc(C(=O)N3CCc4ccccc4C3)o2)cc1 | 15% | 2% | -27%[46.1 µM] | -12% | 0% | -2% | -2% | -2.9%
O=C(CSc1ccccn1)Nc1ccccc1F | -3% | -4% | 3% | -1% | 9% | 1% | 1% | 0.1%
O=C(O)CC(c1ccccc1)n1cccc1 (stereo unspecified) | -19% | -2% | 7%[46.1 µM] | -2% | 3% | -1% | 5% | -0.1%
N#Cc1nc(-c2ccc(Cl)cc2)oc1NCc1ccco1 | 4% | -7% | -1%[46.1 µM] | -3% | 3% | 6% | 11% | 0.0%
COc1ccc(N(CC(=O)Nc2ccccc2C)S(=O)(=O)c2c(C)[nH]c(=O)[nH]c2=O)cc1 | -10% | -2% | 7% | 2% | 3% | -4% | 2% | -1.7%
CN(C)CCCNc1ncc(C(F)(F)F)cc1Cl | -4% | 0% | 9% | 3% | 9% | 0% | 4% | 0.9%
CCOc1cc(/C=C2\SC(=Nc3ccccc3)N(c3ccccc3)C2=O)ccc1OCC(=O)O | -6% | -3% | -41% | 14% | -4% | -20% | 6% | -4.3%

(continued)
structure | TRb SRC2 PPI | TexasRed fluor | NPSR antagonist | Tau fluor cs | CBFb-RUNX1 inh | GLA spleen mod | Tau FP inhib | Epigenetic derep
Cn1c(SCC(=O)N2CCOCC2)nnc1-c1ccc(NC(=O)c2ccccc2F)cc1 | -10% | -2% | 11%[46.1 µM] | -4% | 0% | 4% | -2% | -1.0%
O=C(NCc1nc2ccccc2[nH]1)C1=C[C@@H](c2ccc3c(c2)OCO3)C[C@@H](OCc2ccc(CO)cc2)O1 | -1% | 0% | -12% | -15% | ? | 6% | -6% | 3.2%
CC(=O)c1ccc(NC(=O)CCc2nc(-c3ccc(C)cc3)no2)cc1 | 6% | -1% | . | -19% | . | . | -9% | -1.5%
COCc1nc2ccccc2n1Cc1c(F)cccc1Cl | 7% | 0% | 10% | -11% | 7% | -3% | -9% | -3.2%
CCOc1cccc(=O)c2c(C)n(Cc3ccccc3)c(C)c12 | -6% | -2% | -47% | -10% | ? | 0% | 10% | 1.1%
CCN(C(=O)CSc1nc2ccccc2c(=O)n1-c1cccc(C)c1)C1CCS(=O)(=O)C1 (stereo unspecified) | 0% | 1% | 4% | -7% | 4% | -1% | -4% | -1.3%
O=C(NCc1cccnc1)c1cc(C(=O)C2CC2)c[nH]1 | 0% | -6% | 6% | 3% | -14% | -3% | 7% | 0.0%
COc1ccc(-n2nc(C(=O)NCc3ccc(F)cc3)c3c4ccccc4n(C)c3c2=O)cc1 | -9% | -1% | . | -6% | . | . | -5% | 0.4%
O=C(NCCCN1CCOCC1)C1COc2ccccc2O1 (stereo unspecified) | -2% | -3% | 1%[46.1 µM] | -4% | 2% | -17% | 0% | 0.8%
O=C(CC1C(=O)NCCN1Cc1ccc(-c2ccccc2)cc1)NCc1ccccc1 (stereo unspecified) | -2% | -1% | 10% | -13% | 1% | 5% | ? | 2.9%

Next part
structure | TRb SRC2 PPI | TexasRed fluor | NPSR antagonist | Tau fluor cs | CBFb-RUNX1 inh | GLA spleen mod | Tau FP inhib | Epigenetic derep
CCCCOc1ccc(N2C(=O)CC(N(O)c3ccccc3)C2=O)cc1 (stereo unspecified) | 2% | 1% | -10%[46.1 µM] | -10% | -6% | -6% | 10% | -1.6%
O=C(NCCN1CCN(Cc2ccccc2)CC1)C1c2ccccc2C(=O)N2CCc3ccccc3C12 (stereo unspecified) | 2% | 1% | -22%[46.1 µM] | 4% | -3% | -1% | 10% | 0.0%
CC(=O)N(C)N1c2ccccc2CCc2ccccc21 | 2% | -1% | 3% | -3% | 1% | 4% | 1% | -3.4%
COc1cc(C(=O)N(Cc2ccc(N(C)C)cc2)CC2CCCO2)cc(OC)c1OC (stereo unspecified) | -3% | -1% | . | 5% | . | . | 2% | -3.7%
COc1ccc(CCNc2nc(-c3sc(C)nc3C)cs2)cc1OC | -17% | -6% | -19%[46.1 µM] | ? | ? | 2% | -3% | -4.2%
Cn1c(=O)n(CCOc2ccccc2Cl)c2ccccc21 | 3% | -7% | -14%[46.1 µM] | -4% | -2% | 8% | 8% | 0.0%
CCC(C)C(=O)Nc1cc(C(=O)OC)cc(C(=O)OC)c1 (stereo unspecified) | 13% | 0% | -5%[46.1 µM] | -1% | -1% | 5% | 0% | 0.1%
O=C(Nc1ccc2c(c1)CCC2)c1ccc(Br)o1 | -13% | 4% | -12%[46.1 µM] | -13% | 8% | 5% | 2% | 0.0%
COc1ccc(/C=N\NC(=O)COc2ccc(Cl)cc2Cl)c(C(=O)O)c1OC | 3% | -1% | 9% | 1% | 2% | 1% | 14% | 0.0%
CCOC(=O)c1ccc(NC(=O)/C=C/c2cccs2)cc1 | -1% | -2% | -38% | ? | 1% | 2% | ? | -2.7%

Next part.
structure | TRb SRC2 PPI | TexasRed fluor | NPSR antagonist | Tau fluor cs | CBFb-RUNX1 inh | GLA spleen mod | Tau FP inhib | Epigenetic derep
COc1ccc(CN(C(=O)c2ccccc2F)C2CCS(=O)(=O)C2)cc1 (stereo unspecified) | 4% | -21% | . | -4% | . | . | ? | 2.9%
COc1cc2c(c(O)c1OC)C(=O)C(OC)CCC2 (stereo unspecified) | 3% | -1% | -3%[46.1 µM] | -11% | 2% | -4% | -8% | -0.3%
OC(CNCC#Cc1ccccc1)c1ccccc1 (stereo unspecified) | -2% | -4% | 11% | 11% | 3% | 0% | 3% | -0.1%
O=C(Nc1ccc([N+](=O)[O-])cc1)C1C(c2ccccc2)=C1c1ccccc1 | 2% | -3% | -7%[46.1 µM] | -30% | -5% | -10% | ? | 15%
Cn1c(NC(=O)c2ccc(C(C)(C)C)cc2)cc(=O)n(C)c1=O | 0% | -3% | -4%[46.1 µM] | -1% | 9% | 4% | 5% | 0.0%
CCCCNC(=S)NNC(=O)c1csc(CC)c1 | 4% | 2% | -5%[46.1 µM] | -1% | 2% | -6% | 0% | -1.0%
CC(C)C[C@@H]1NC(=O)[C@H](Cc2ccccc2)N(C)C(=O)[C@H](C)NC(=O)c2ccccc2NC(=O)[C@H](Cc2ccc(O)cc2)N(C)C1=O | -2% | -1% | -17% | -7% | -4% | 12% | -6% | 1.1%
Cc1cc(C)cc(-n2c(SCC(=O)N3CCCCCC3)nc3c([nH]c4ccccc43)c2=O)c1 | 4% | -2% | . | -19% | . | . | -9% | 2.8%
COC(=O)c1ccccc1NC(=O)CSc1nnc(CNS(=O)(=O)c2ccc(C)cc2)n1C | 0% | -5% | -20%[46.1 µM] | -3% | -20% | 3% | -1% | -1.8%
CCOc1cc2[nH]c(=S)n(Cc3ccc(C(=O)NCC(OC)OC)cc3)c(=O)c2cc1OCC | -7% | -1% | -8%[46.1 µM] | -12% | 3% | 9% | -9% | -0.1%
CCC1Oc2ccccc2N(Cc2ccccc2C)C1=O (stereo unspecified) | -3% | -6% | -20%[46.1 µM] | -15% | 17% | 8% | -10% | 0.7%
CCCOC(=O)c1ccc(NC(=O)c2cc(Cl)ccc2OC)cc1 | 1% | -2% | -28% | -28% | 0% | 3% | -6% | 0.2%
CC(C)(C)NC(=O)COC(=O)c1ccc(Cl)c(S(N)(=O)=O)c1 | -5% | -3% | 3% | 2% | 2% | -5% | 1% | -0.4%

Some of the compounds tested. The share of hits here may be higher or lower than overall.
